Screens: PubChem, Johns Hopkins Ion Channel Center
Kir21 block = inhibitors of mouse Kir2.1 inward-rectifier potassium channel; B-score at 10 µM; 310,000 tested, 0.85% active; Inward rectifier potassium channel 2 (Mus musculus), P35561; HEK293-Kir2.1, FluxOR thallium flux fluorescence; stronger effect = lower value;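 active means fluorescence ratio B-score at or below minus 3 SD of library scores, with starting-brightness B-score within 2 SD, cut at about -4.2 in these data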;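 further: channel flux triggered by added potassium and thallium sulfate stimulus; B-score of peak minus minimum fluorescence over baseline after thallium stimulus; more negative B-score means stronger Kir2.1 block with less thallium influx; some compounds called inactive have numbers as strong as hits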
Target sequence (P35561 whole entry, looked up): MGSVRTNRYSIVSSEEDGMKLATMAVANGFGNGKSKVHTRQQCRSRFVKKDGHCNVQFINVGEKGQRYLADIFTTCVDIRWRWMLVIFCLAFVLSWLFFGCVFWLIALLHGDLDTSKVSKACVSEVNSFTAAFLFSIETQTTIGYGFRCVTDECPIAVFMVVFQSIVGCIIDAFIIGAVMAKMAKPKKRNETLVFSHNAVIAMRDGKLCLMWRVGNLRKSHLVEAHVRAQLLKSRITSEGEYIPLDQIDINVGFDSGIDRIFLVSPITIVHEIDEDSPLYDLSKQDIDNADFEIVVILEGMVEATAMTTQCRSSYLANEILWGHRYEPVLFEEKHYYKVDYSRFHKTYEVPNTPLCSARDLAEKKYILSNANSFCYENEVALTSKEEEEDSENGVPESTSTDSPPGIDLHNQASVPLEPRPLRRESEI
KCNQ2 block = KCNQ2 potassium channel inhibitors, primary screen, cell-based, CHO-K1, FluxOR thallium flux, B-score (AID 2156); Potassium voltage-gated channel subfamily KQT member 2 (Rattus norvegicus), O88943; 20 min; stronger effect = lower value; B-score at 10 µM; 310,000 tested, 1.1% active;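 active means fluorescence ratio B-score at most minus 3 library SDs, with starting brightness B-score within 2 library SDs, cut at about -5.5 in these data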
* = called active by the depositor; i = inactive.

Order of values: Kir21 block, KCNQ2 block
> COC(=O)C(Cc1c[nH]c2ccccc12)NC(=O)CNC(C)=O (stereo not drawn)
→ -0.37, i
> COc1cccc(NC(=S)NC2CC3CCCC(C2)N3C2CCCC2)c1 (stereo not drawn)
→ 2.08, i
> COc1ccc(NC(=O)c2ccco2)cc1NC(=O)c1c(OC)cccc1OC
→ 0.28, i
> O=C(COc1ccccc1)NCC1COc2ccccc2O1 (stereo not drawn)
→ -0.09, i
> COc1ccccc1CNC(=O)c1ccc(SC)cc1OC
→ 0.28, i
> CCOc1ccc(-n2ccnc(SCC(=O)Nc3ccc(CC)cc3)c2=O)cc1
→ -0.03, i
> CN(C)NC(=S)NC1CC2CCC1C2 (stereo not drawn)
→ 0.42, i
> Nc1nc(NCc2ccco2)nc(Nc2cccc(F)c2)c1[N+](=O)[O-]
→ -0.06, i
> O=[N+]([O-])c1cc(-c2csc(NCCc3nc4cc(Cl)c(N5CCCCC5)cc4n3CCCO)n2)ccc1Cl
→ -0.25, i
> Cc1ccc(C)c(C(=O)N2CCN(c3ncccn3)CC2)c1
→ 1.59, i

2 entries from above, field by field:
Nc1nc(NCc2ccco2)nc(Nc2cccc(F)c2)c1[N+](=O)[O-]
  Kir21 block: -0.06
  KCNQ2 block: i
O=[N+]([O-])c1cc(-c2csc(NCCc3nc4cc(Cl)c(N5CCCCC5)cc4n3CCCO)n2)ccc1Cl
  Kir21 block: -0.25
  KCNQ2 block: i

More compounds follow:
Order of values: Kir21 block, KCNQ2 block
> S=c1[nH]nc(-c2ccco2)n1/N=C/C=C/c1ccco1
→ 1.56, i
> Cc1oc(-c2cccs2)nc1CS(=O)CC(=O)NCCc1ccccc1 (stereo not drawn)
→ -1.06, i
> CC1=C(C(N)=O)C(c2ccc3c(c2)OCO3)n2nc(-c3cccc(C)c3)nc2N1 (stereo not drawn)
→ -1.05, i
> O=C(N/N=C\c1ccncc1)c1ccc(Cl)s1
→ 0.77, i
> CC1(C)Cc2nc3sc4c(=O)[nH]cnc4c3cc2CS1
→ 1.2, i
> C/C(=N/NC(=O)c1ccc2c(c1)OCO2)c1cccc([N+](=O)[O-])c1
→ -0.26, i
> O=C(NC1CCCC1)C1CC1c1ccccc1 (stereo not drawn)
→ -0.05, i
> Cc1ccc(S(=O)(=O)N2CCCCC2)cc1C(=O)NCCCN1CCOCC1
→ -0.06, i
> O=C(CN1C(=O)NC2(CCCC2)C1=O)OCCOc1ccc(Cl)cc1Cl
→ -2.06, i
> S=C(NCc1ccccc1)Nc1cccc2cnccc12
→ -0.86, i
> N#Cc1c(NCCN)nc(-c2ccco2)c2c1CCCC2
→ -1.53, i
> COc1cc(C(=O)NCc2ccccc2)ccc1OC(F)F
→ -0.63, i
> CN(Cc1cn(C)nc1-c1cccc(Cl)c1)C1CCOCC1
→ 0.66, i
> CCCn1c(=N)c(C#N)cc2c(=O)n3ccccc3nc21
→ -1.22, i
> COCC(=O)N1CCCN(c2nc3c(C)cccc3cc2C#N)CC1
→ -3.13, i
> COCCNC(=O)C1(C)Oc2ccccc2NC1=O (stereo not drawn)
→ -1.74, i
> COCCn1c(=S)[nH]c2cc(C(=O)N3CCCC(C)C3)ccc2c1=O (stereo not drawn)
→ 1.46, i
> CSc1ccccc1OCc1cc(C(=O)N(C)Cc2cc(C)[nH]n2)no1
→ -0.78, i
> COC(=O)/C=C1/N/C(=N\c2nc(C)cc(C)n2)N(c2ccccc2)C1=O
→ -0.35, i
> CCCCOc1ccccc1C(=O)NCC(=O)O
→ 1.99, i
> COc1ccc(NC(=O)CO/N=C(\C)c2cccs2)cc1
→ 0.02, i
> COc1ccccc1N1CCN(Cc2cc3c(cc2[N+](=O)[O-])OCO3)CC1
→ 0, i
> COc1ccc(C(=O)Nc2ccc(-n3nncc3C(C)(C)C)cc2)cc1
→ -1.17, i
> COc1ccccc1CNS(=O)(=O)c1cccc(S(=O)(=O)N2CCOCC2)c1
→ 0.94, i
> NNC(=O)c1nc(Cl)c(Cl)c(N)c1Cl
→ -0.33, i
> COC(=O)CSc1nc2nc(C)cc(C)n2n1
→ 0.04, i
> Cc1ccc(-c2nc(C3CCCN(S(=O)(=O)c4ccc(C)cc4)C3)no2)cc1 (stereo not drawn)
→ -0.27, i
> CCC(=O)Nc1c2c(nn1-c1ccccc1C)CSC2
→ 0.09, i
> COCCCNC(=O)/C(C#N)=C1\N=C(NC(=O)c2cccs2)c2ccccc21
→ -0.06, i
> CCCC[n+]1ccn(C2=C([O-])c3ccccc3C(=O)/C2=N\S(=O)(=O)c2ccccc2)c1
→ 0.99, i
> O=C(O)c1cccc(-n2c(-c3cnccn3)n[nH]c2=S)c1
→ 2.13, i
> CS(=O)(=O)N1CCN=C1SCc1cccc(F)c1
→ -0.57, i
> Cc1ccc(NS(=O)(=O)c2cccs2)nc1
→ 0.43, i
> CCOC(=O)C1CCCN(c2c(Nc3cccc(C)c3)c(=O)c2=O)C1 (stereo not drawn)
→ -1.08, i
> COC(=O)c1c(NC(=O)CC2SC(N)=NC2=O)sc2c1CCC(C)C2 (stereo not drawn)
→ -1.07, i
> CC(C)(C)C1CCC(OCC(O)CN2CCCC2)CC1 (stereo not drawn)
→ 1.6, i
> Cc1cc(N=CC2=C(O)CCCC2=O)no1
→ 0.9, i
> O=C(NNC(=O)c1ccccc1[N+](=O)[O-])c1ccco1
→ -0.23, i
> COCCCNCCCOc1ccc(C)cc1Br
→ -1.55, i
> CCCN=C(Nc1ccc(Cl)cc1)c1cccnc1
→ 1.32, i
> CCC(CC)NC(=O)CSc1nnc(-c2c[nH]c3ccccc23)o1
→ 0.01, i
> O=C(Nc1ccccc1N1CCN(C(=O)c2ccc(Cl)cc2)CC1)c1ccc(Br)cc1
→ 1.6, i
> Cc1ccc(N2CC(=O)N(c3ccc(C)cc3)CC2=O)cc1
→ 0, i
> CC(C)OC(=O)c1ccc(COC(=O)c2cccc(-c3nnc(-c4ccccc4)o3)c2)cc1
→ 0.47, i
> O=S(=O)(c1cccs1)N1CCN(c2ccc(Cl)cc2)CC1
→ -1.35, i
> CC(C)(C)c1ccc(/C=N/OCC(=O)NCc2ccc(F)cc2)cc1
→ -0.42, i
> COc1ccc(CNC(=O)CSc2nnc3c(Cl)cc(C(F)(F)F)cn23)cc1OC
→ -0.58, i
> CCOC(=O)c1ccc(NC(=O)NS(=O)(=O)c2ccc(C)cc2)cc1
→ 0.11, i
> CCC(CC)c1nnc(NC(=O)c2ccc(S(=O)(=O)N3CCc4ccccc4C3)cc2)s1
→ 1.14, i
> Oc1oc(-c2ccccc2)nc1C=Nc1cccc2ccccc12
→ -1.06, -8.69*

(more compounds)
Order of values: Kir21 block, KCNQ2 block
> Cc1ccccc1N(CC(=O)NCCc1ccccc1)C(=O)c1csnn1
→ 0.78, i
> CCOc1ccc(N(CC(=O)NCCc2ccccc2)C(=O)c2csnn2)cc1
→ -0.62, i
> COc1ccc(C2CC(=O)Nc3cc(C)c(C)cc32)c(OC)c1OC (stereo not drawn)
→ 1.24, i
> O=C(/C=C/c1cccc(Br)c1)N1CCN(c2ccccn2)CC1
→ 1.09, -7.57*
> CCC1C(C#N)=C(SCC(N)=O)NC2=C1C(=O)CC(C)(C)C2 (stereo not drawn)
→ 2.68, i
> Cc1ccc(NC(=O)COC(=O)C2CCC2)cc1S(=O)(=O)N1CCCCC1
→ -0.86, i
> O=S(=O)(c1ccc(S(=O)(=O)N2CCCC3(CCCCC3)C2)cc1)N1CCCCC1
→ -0.91, i
> COC(=O)c1ccc(CN2CCCC(CO)(Cc3ccccc3F)C2)cc1 (stereo not drawn)
→ 1.12, i
> CCOC(=O)c1cc(-c2ccccc2)n(CCC(=O)N2CCN(c3ccccc3OC)CC2)c1C
→ 0.11, i
> COc1cc(OC)cc(C(C)=O)c1
→ 1.23, i
> CCOc1cc(C2NC(=O)CCC2[N+](=O)[O-])cc(Br)c1OC (stereo not drawn)
→ 1.35, i
> CC(=O)Nc1sc(N/N=C/c2ccccc2)nc1-c1ccc(C)cc1
→ 1.27, i
> C[C@]12CS(=O)(=O)C[C@H]1SC(=S)N2c1ccccc1
→ -1.17, i
> CCOc1ccc(C2CC(c3cccc(Cl)c3)n3nc(N)nc3N2)cc1 (stereo not drawn)
→ 1.01, i
> COc1ccc(-c2csc3nc(C(C)C)oc(=O)c23)cc1OC
→ -0.49, i
> CC(=O)N/C(=N/c1nc(C)cc(C)n1)Nc1ccc(C)cc1C
→ -1.28, i
> CCOC(=O)C1=C(C)NC(=O)CC1c1cc2c(cc1[N+](=O)[O-])OCO2 (stereo not drawn)
→ -0.28, i
> COc1ccc(CC(=O)Nc2ccc(S(=O)(=O)Nc3onc(C)c3C)cc2)cc1OC
→ 0.55, i
> Cc1nc2ccc(NC(=O)CCC3CCCC3)cc2s1
→ 0.08, i
> COc1ccc(OC)c(/C=N/NC(=O)CNC(=O)c2cccc3ccccc23)c1
→ -1.21, i
> Cc1ccccc1NC(=O)CCN1CCN(C/C=C/c2ccccc2)CC1
→ 0.33, i
> CNS(=O)(=O)c1ccc2c(c1)NC(=O)C1CCCN21 (stereo not drawn)
→ 3.51, i
> O=C(COC(=O)CC1CCCC1)Nc1ccc(OC(F)F)cc1
→ -0.62, i
> COc1ccccc1C(=O)NC1CCN(C(=S)NCCc2ccccc2)CC1
→ -1.36, i
> O=C(Nc1ccccc1)N1CCCN(Cc2ccccc2F)C1
→ 0.39, i
> S=C(Nc1ccc2nccnc2c1)N1CCOCC1
→ 0.47, i
> Cc1[nH]c2ccccc2c1C(=O)CN1CCN(c2ccc(Cl)cc2)CC1
→ 0.9, i
> CC(=O)O[C@H]1CC[C@H]2[C@@H]3CCc4cc(O)ccc4[C@H]3CC[C@]12C
→ -0.03, i
> COc1ccc2c(c1)c(C(=O)CN1CCCCC1)c(C)n2C
→ 0.53, i
> CN1CCN(/N=C/c2ccc(N(c3ccccc3)c3ccccc3)cc2)CC1
→ -0.13, i
> O=C(COC(=O)c1ccc(O)cc1O)NC1CCS(=O)(=O)C1 (stereo not drawn)
→ -3.55, i
> S=C(NCc1ccc2c(c1)OCO2)NCc1ccc2c(c1)OCO2
→ 1.97, i
> O=C(CC1C(=O)NCCN1C(=O)Nc1ccccc1)Nc1ccc2c(c1)OCCO2 (stereo not drawn)
→ 0.32, i
> COc1ccc(CCN(C)C(=O)CSc2nccn2C)cc1OC
→ 1.03, i
> Cn1c(=O)oc2cc(S(=O)(=O)N3CCC(C(=O)NCCc4ccccc4)CC3)ccc21
→ 2.13, i
> CC(C)OP(=O)(OC(C)C)C1(O)C(=O)Nc2ccc(Br)cc21 (stereo not drawn)
→ 0.55, i
> Cc1cccc([C@@H]2[C@@H]3C(=O)N(Cc4ccccc4)C(=O)[C@@H]3[C@]3(CC(C)C)C(=O)N(c4cccc(Br)c4)C(=O)N23)c1
→ 0.36, i
> COc1ccc([N+](=O)[O-])cc1N(CC(=O)N1CCCC1)S(C)(=O)=O
→ 2.24, i
> Cc1csc(NC(=O)c2c(O)c3c(n(CC(C)C)c2=O)CCCC3)n1
→ 0.03, i
> COc1cc(OC)cc(C(=O)NCc2n[nH]c(=S)n2-c2ccccc2)c1
→ 0.24, i
> Oc1ccc(/C=N/n2c(C3CCCCC3)n[nH]c2=S)c(O)c1
→ -0.46, i
> C=CCN(C(=O)CN1CCOCC1)c1nc(C)c(-c2ccccc2)s1
→ 2.27, i
> O=C(O)CN(Cc1ccco1)S(=O)(=O)c1ccccc1
→ 1.51, i
> O=C(C[n+]1ccccc1)c1ccc(NC(=O)c2ccccc2)cc1
→ -0.26, i
> O=c1c2c3c(sc2nc2n1CCCCC2)CCCCC3
→ 1.85, i
> COc1ccc(Cl)cc1NC(=O)CSc1nnc(COc2ccccc2)n1N
→ 2.51, i
> COc1ccc(NC(=O)NNC(=O)COc2ccc3cc(Br)ccc3c2)c(OC)c1
→ 0.13, i
> O=C1CN(C(=O)COC(=O)c2ccccc2NCc2ccco2)c2ccccc2N1
→ -0.31, i
> Cc1cc([N+](=O)[O-])ccc1NC(=O)C(C)N1CCN(c2ccccn2)CC1 (stereo not drawn)
→ 1.08, i
> CCOC(=O)C1C(=O)NC(N2CCOCC2)=NC1c1ccco1 (stereo not drawn)
→ 0.04, i

The results go on:
Order of values: Kir21 block, KCNQ2 block
> O=C(COc1ccc(F)c(Cl)c1)N1CCCCCCC1
→ -0.4, i
> CO/N=C(/CS(=O)Cc1ccccc1Cl)c1ccc(Cl)cc1Cl (stereo not drawn)
→ -5*, i
> Cc1ccc(/C=N/N(C)C2=NS(=O)(=O)c3ccccc32)cc1
→ 1.23, i
> Brc1ccc(-c2csc(N3CCC(c4ccccc4)C3)n2)cc1 (stereo not drawn)
→ 0.35, i
> Cc1nc2c(c(=O)c3ccccc3n2C)c(=O)n1-c1ccc(F)cc1
→ -0.29, i
> O=C(CCOc1ccccc1F)N1CCN(c2ccccc2O)CC1
→ -1.45, i
> O=C(NNC1=NCCC1)C1CC1
→ 3.2, i
> CCOC(=O)N1CCC(NC(=O)Cn2nc(-c3ccccc3)ccc2=O)CC1
→ 2.37, i
> CN(C)S(=O)(=O)c1ccc(NC(=O)COC(=O)C2COc3ccccc3O2)cc1 (stereo not drawn)
→ -0.1, i
> Cc1ccc(NC(=O)C(=O)NCCc2c[nH]c3ccccc23)c(C)c1
→ 1.08, i

Retrieved by structure from the entries so far (two):
Order of values: Kir21 block, KCNQ2 block
> O=C(COc1ccc(F)c(Cl)c1)N1CCCCCCC1
→ -0.4, i
> O=C(NNC1=NCCC1)C1CC1
→ 3.2, i

Reformatted as a markdown table: 3 of the compounds above.
| Structure | Kir21 block | KCNQ2 block |
| --- | --- | --- |
| CC(C)(C)C1CCC(OCC(O)CN2CCCC2)CC1 (stereo not drawn) | 1.6 | i |
| Cc1cc(N=CC2=C(O)CCCC2=O)no1 | 0.9 | i |
| O=C(NNC(=O)c1ccccc1[N+](=O)[O-])c1ccco1 | -0.23 | i |
